FN deposit inh = fibronectin deposition inhibition. AH1F fibroblasts, Alexa488-fibronectin deposition fluorescence, overnight. inhibition, % at 12.6 µM. actives 0.086% (n = 350,000). AID 743247;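 active means mean inhibition across replicates of 30% or more, regardless of how many single replicates reach that level; inconclusive means mean under 30% yet at least half of replicates reach 30%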;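 further: positive control wells lacked labelled fibronectin entirely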
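Measured by – fluorescence 485/525 nm · System – AH1F fibroblast monolayer, labelled fibronectin deposition · Amount – 10000 cells per well · Buffer or medium – serum-reduced DMEM (2% serum) · Doses – single dose, pinned · Also added – fluorescent fibronectin at 24 nM final · Schedule – 1 h cell attachment, overnight exposure to compound and label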
Statin myotox sup = protects C2C12 myotubes from simvastatin toxicity; ATP luminescence, 48 h; scaled: DMSO 0, geranylgeraniol control 100; rescue of ATP level, % at 7.49 µM; actives 0.78% (n = 330,000); AID 602340;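 active means mean ATP rescue above about 67%, or every replicate alone reaching that limit, limit read from the data, passing the limit was not always enough; inconclusive means no clear call, values can overlap the other calls; inactive means mean under the limit and some replicate under it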;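 further: myotubes were challenged with 10 µM simvastatin during compound exposure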
LGR2 antag = inhibitors of bursicon-induced Drosophila LGR2 receptor cAMP signaling. AID 720647. inhibition, % at 9.99 µM. HEK293 LGR2, CRE-luciferase, bursicon-stimulated, 4 h. actives 0.35% (n = 380,000);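 active means drop in luminescence signal, shown as inhibition above about 50% in the replicate tests, limit read from the data, passing the limit was not always enough; inconclusive means probably only some replicates passing the limit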;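 further: agonist challenge used bursicon conditioned medium at about half maximal strength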
esBAF inh = SWI/SNF esBAF complex inhibition. mouse ES cells, Bmi1-luciferase knock-in reporter, 24 h; 100% = twice the neutral-well signal. reporter increase, % at 12.5 µM. actives 2% (n = 350,000); in the data active means activation above about 40%; inconclusive means no clear call, values can overlap the other calls;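 further: 0% = median of the plate's neutral control wells and 100% = double that signal; a rise in the Bmi1 reporter signal indicates esBAF inhibition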
CASP6 VEID inh = inhibitors of human caspase-6; inhibition, % at 12.5 µM; P55212; purified caspase-6, Z-VEID-R110 cleavage fluorescence; actives 0.53% (n = 350,000);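 active means mean inhibition across replicates at least about 35%, with every replicate also reaching that limit, limit read from the data; inconclusive means only one of the two criteria met; inactive means neither criterion met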;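 further: 0% = median of neutral control wells and 100% = no fluorescence left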
Target sequence (P55212 24-179 limits assumed): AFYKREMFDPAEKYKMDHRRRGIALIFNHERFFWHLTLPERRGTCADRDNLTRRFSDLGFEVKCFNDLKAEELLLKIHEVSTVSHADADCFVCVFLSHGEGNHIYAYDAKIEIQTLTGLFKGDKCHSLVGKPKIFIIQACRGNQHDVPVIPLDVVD
Target sequence (P55212 194-293 limits assumed): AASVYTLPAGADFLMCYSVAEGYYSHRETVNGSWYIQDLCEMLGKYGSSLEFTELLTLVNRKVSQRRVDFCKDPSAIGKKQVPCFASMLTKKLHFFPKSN
S100A4 MyoIIA = blocks human S100A4 binding to myosin IIA peptide; P26447; S100A4/TAMRA-MyoIIA peptide fluorescence polarization; inhibition, % at 10.7 µM; actives 0.14% (n = 360,000); AID 652163;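 active means mean inhibition of at least 70% across replicates, with every replicate also reaching that level; inconclusive means mean inhibition reaches 70% but some replicates fall short; inactive means mean inhibition below 70%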
Target sequence (P26447 whole entry, looked up): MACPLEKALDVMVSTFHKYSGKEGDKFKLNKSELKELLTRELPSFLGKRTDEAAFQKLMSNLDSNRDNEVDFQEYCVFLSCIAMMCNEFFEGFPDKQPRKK
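Material: S100A4 monomer protein | Medium: HEPES pH 7.2 with CaCl2, KCl, NaCl, DTT, Triton | Reagent: Labelled myosin peptide probe, 5 nM | Doses: One dose per compound | Times: 5 min incubation before reading | Benchmarks: Neutral control DMSO, positive control TFP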
SIRT5 inh = blocks human SIRT5 desuccinylation of peptide; actives 1.1% (n = 330,000); Q9NXA8; inhibition, % at 15 µM; Purified SirT5, succinyl-peptide AMC, trypsin-coupled fluorescence; in the data active means inhibition above about 15%; inconclusive means no clear call, values can overlap the other calls
Target sequence (Q9NXA8 whole entry, looked up): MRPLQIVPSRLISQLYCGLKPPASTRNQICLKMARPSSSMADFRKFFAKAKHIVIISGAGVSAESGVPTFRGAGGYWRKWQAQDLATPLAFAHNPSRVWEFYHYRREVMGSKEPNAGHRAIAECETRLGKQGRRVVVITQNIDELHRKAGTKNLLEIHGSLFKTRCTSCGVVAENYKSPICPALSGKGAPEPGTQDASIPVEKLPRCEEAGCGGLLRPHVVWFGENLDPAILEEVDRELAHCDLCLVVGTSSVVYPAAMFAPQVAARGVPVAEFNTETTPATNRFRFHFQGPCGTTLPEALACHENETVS
* = called active by the depositor; ? = inconclusive; nt = no result given; & = joins results of further samples. Some of the compounds tested; the hit share may differ from the screen's.

Structure,FN deposit inh,Statin myotox sup,LGR2 antag,esBAF inh,CASP6 VEID inh,S100A4 MyoIIA,SIRT5 inh
CCN(CC)P(=O)(c1nccn1C)N(CC)CC,1,1,12,4,-3,3,-3
c1ccc(CCc2ccc3n2Cc2cnnn2-c2ccccc2-3)cc1,14,-21,12,-8,2,-2,-4
O=[N+]([O-])c1cccnc1N1CCCNCC1,-2,7,4,1,-2,-9,1
Cc1cc(C)cc(NC(=S)NC2CC3CCCC(C2)N3Cc2cccs2)c1 (stereo not given),nt,-45,4,-13,0,-4,2
COP(=O)(OC)OC=C(Cl)Cl,-5,nt,3,nt,3,-2,-2
O=C(Cc1ccncc1)N1CCCCN2[C@@H](CO)[C@@H](c3ccc(C#Cc4ccccc4F)cc3)[C@@H]2C1,8,-27,10,8,nt,nt,nt
CN1CCN(C(=O)COc2ccc(N(C)S(=O)(=O)c3ccc(F)cc3)cc2)CC1,nt,-2,6,-4,4,-5,23*
O=C(COc1ccc2ccc(=O)oc2c1)N1C[C@H]2C[C@@H](C1)c1cccc(=O)n1C2,nt,-21,nt,-10,-2,3,1
C=COCCn1c(C)c(C(C)=O)c2cc(O)ccc21,4,113*,-12,-8,9,5,15
C=C[C@H]1CN2CC[C@H]1C[C@@H]2[C@@H](O)c1ccnc2ccccc12,6,-12,0,-2,-2,1,-2
O=S(=O)(c1cc(Cl)cc(Cl)c1)N1Cc2cc(-c3ccccc3)ccc2-n2nncc2C1,nt,8,10,-6,-2,2,-4
Cc1ccccc1N1CCN(Cc2ccc3c(c2)OCO3)CC1,4,-2,0,4,0,1,-3
Cc1cc(OCC(=O)N2CCC(C(=O)O)CC2)c2c3c(c(=O)oc2c1)CCC3,nt,-10,7,9,4,-5,nt
CCOC(=O)c1c(C)n(Cc2ccccc2)c2ccc(OCC(O)CN3C(=O)CNC3=O)cc12 (stereo not given),nt,18,-23,17,6,2,-1
NC(=S)N/N=C/c1coc2ccccc2c1=O,-2,nt,-3,nt,1,12,0
COc1ccc(C(=O)C2CCCN(CCO)C2)c(C)c1 (stereo not given),-5,6,0,-3,-3,-16,-2
Cc1ccc(CN2CCN(Cc3ccccc3F)CC2)cc1,7,-6,5,7,-4,-5,-7
CCOC(=O)[C@]12Cc3cc(C)ccc3[C@H]1N(C(C)C)C(=O)c1ccccc12,21,nt,69*,nt,-3,-2,-4
O=C1CN=C(c2ccccc2)c2c(sc3c2CCCC3)N1,5,6,nt,6,nt,-2,4
Cc1c(C(=O)N2CCC3(CC2)OCCO3)oc2ccccc12,-8,-4,-1,-6,nt,nt,nt
CCc1ccc(CN2CCN(Cc3cc(Br)ccc3O)CC2)cc1,-26,nt,-8,nt,2,6,-3
CC(C)(C)c1nc(NCc2ccc3c(c2)OCO3)c2nnn(Cc3ccccc3Cl)c2n1,nt,-9,2,-8,nt,nt,nt
COC(=O)C1=C(c2cc3ccccc3o2)C[C@@H]2CC[C@H]1N2C(=O)NCc1ccc(F)cc1,-10,-13,48,-8,1,-10,2
C=CCN1C(=O)NC(=O)/C(=C/c2ccc(N(C)C)c(Br)c2)C1=O,2,10,3,-3,-6,-35,0
Cc1ccccc1C1=NCC(=O)N(CC(=O)N2CCCCC2)c2sc(C)c(C)c21,-8,2,nt,22,nt,nt,nt
Clc1cccc(N2CCNCC2)n1,-1,nt,-6,nt,-5,3,-6
CCCCn1nnnc1C(c1cccc(OC)c1OC)N1CCC2(CC1)C(=O)NCN2c1ccccc1 (stereo not given),-10,-7,3,-3,2,-12,-1
O=C(O)Cn1cc(C(=O)c2ccccc2F)c2ccccc21,-5,0,-8,4,-2,-1,0
Cn1cc(/C=C2\C(=O)NC(=O)N(c3ccccc3)C2=O)c2ccccc21,10,-4,3,-12,1,9,4
COc1ccc(CN2Cc3cnnn3-c3ccccc3C2C)cc1 (stereo not given),3,2,2,-2,3,-8,1

Reprinted from the part before: 2 compounds, followed by the next part.
Structure,FN deposit inh,Statin myotox sup,LGR2 antag,esBAF inh,CASP6 VEID inh,S100A4 MyoIIA,SIRT5 inh
Cn1cc(/C=C2\C(=O)NC(=O)N(c3ccccc3)C2=O)c2ccccc21,10,-4,3,-12,1,9,4
COc1ccc(CN2Cc3cnnn3-c3ccccc3C2C)cc1 (stereo not given),3,2,2,-2,3,-8,1
Cc1cccc(-n2c(O)c(/C=N/NC(=O)c3ccncc3)c(=O)[nH]c2=O)c1,9,nt,8,nt,7,-3,6
CC1=C2C(=O)C3C(CC=C4CC(O)CCC43C)C2CCC12OC1CC(C)CNC1C2C (stereo not given),-2,-12,-4,-5,0,-3,-4
COc1ccc(C2SCC(=O)Nc3c2c(C)nn3C2CCOC(C)(C)C2)cc1 (stereo not given),-12,6,nt,-2,nt,nt,nt
O=[N+]([O-])c1cc(F)c(N2CCCCCC2)cc1N1CCNCC1,nt,nt,7,nt,-3,44,4
C=C1C(=O)O[C@@H]2C[C@@H](C)[C@@H]3C4OC4C(=O)[C@@]3(C)[C@@H](O)[C@H]12 (stereo not given in full),12,80*,85*,12,11,-5,nt
CCN(CC)C(=O)c1ccc(NC(=O)COc2ccccc2F)cc1,5,8,-18,3,-2,-2,21*
CN1[C@@H]2Cn3c(cccc3=O)[C@H]1[C@@H](C(=O)NCC1CC1)[C@@H]2CO,nt,-3,-12,5,0,2,2
COc1ccc(CC2(CCc3ccncc3)C(=O)NC(=O)NC2=O)cc1OC,3,2,4,-3,0,4,-3
CCOc1cc2c(cc1OCC)-n1cccc1C(c1ccc(C(C)C)cc1)NC2 (stereo not given),-5,5,6,-21,2,2,0
Cc1csc(NC(=O)C(Cl)c2ccccc2)n1 (stereo not given) (tested in a mixture with another compound),9,3,-17,-1,5,-2,-2
COc1cccc(C(c2nnnn2C2CCCC2)N2CCC3(CC2)C(=O)NCN3c2ccccc2)c1OC (stereo not given),-2,12,-1,-5,-4,4,1
CCCCOP(=O)(CN1CCOCC1)OCCCC,nt,0,6,-6,-4,-2,-1
c1ccc(-c2cc(-c3ccccc3)[n+](-c3ccccc3)c(-c3ccccc3)c2)cc1,3,nt,103*,nt,2,-2,7
N=Cc1c(O)n(-c2ccccc2)c(=O)n(-c2ccccc2)c1=O,3,-3,14,0,1,5,1
CCCCP(=O)(O)c1ccccc1,9,-3,nt,3,nt,nt,nt
CC1(C)CC(=O)CC(C)(C)N1O,1,nt,-7,nt,-7,0,nt
FC(F)(F)C1=NC(C(F)(F)F)=NP(N2CCOCC2)(N2CCOCC2)=N1,8,1,nt,8,nt,nt,nt
CCC1(c2ccc(-c3ccccc3)cc2)C(=O)NC(=O)NC1=O,-4,3,3,-9,3,1,0
CN1CCC(OC(=O)Cc2ccccc2)CC1,-3,12,-6,-1,nt,nt,nt
O=C(COC(=O)Cc1ccccc1)Nc1cccnc1Cl,2,nt,1,nt,-1,-4,-5
CN1CCc2cc3c(cc2[C@H]1[C@@H]1OC(=O)c2c1ccc1c2OCO1)OCO3,2,2,-5,12,5,2,1
Cc1cc(N2CCNC[C@@H]2C)ccc1N1CCN[C@H](C)C1,9,nt,8,nt,-21,28,nt
COC1CC=C2CCN3CCC4=C(CC(=O)OC4)C23C1 (stereo not given),nt,nt,-5,nt,0,-4,nt
COC(=O)C1=C(c2ccc(C(C)=O)cc2)C[C@@H]2CC[C@H]1N2C(=O)NC1CCCCC1,3,9,6,-10,4,-3,-4
C=CCN1C(=O)NC(=O)/C(=C/c2ccc(OC)c(COc3ccc(NC(C)=O)cc3)c2)C1=O,3,-11,5,31,4,0,-1
CSCCC(c1nnnn1-c1c(C)cccc1C)N1CCC2(CC1)C(=O)NCN2c1ccccc1 (stereo not given),2,12,?,-3,1,3,10
O=C(CCCN1CCC2(CC1)C(=O)NCN2c1ccccc1)c1ccc(F)cc1,-3&0,-77,nt,-3,nt,-4&8,-4
CN(C)C(=O)Oc1ccc(OC(=O)N(C)C)cc1,nt,-4,6,-1,-1,0,-1
S=P(N1CCCCCC1)(N1CC1)N1CC1,nt,6,0,-11,-9,1,nt
COc1ccc(-n2c(=O)[nH]c3ccccc3c2=O)cc1,7,3,nt,10,nt,nt,nt
Fc1ccc(CCNCc2ccccc2Cl)cc1,nt,1,-14,5,nt,nt,nt
N[C@@H](Cc1ccccc1)C(=O)N1C[C@H]2C[C@@H](C1)c1cccc(=O)n1C2,nt,10,12,2,-5,-2,nt
O=C(c1cc2c(s1)CCCC2)N1CCC2(CC1)OCCO2,6,4,-5,9,nt,nt,nt
CCOC(=O)c1c(C)n(Cc2ccccc2)c2ccc(OCC(O)Cn3nc(C)nc3C)cc12 (stereo not given),4,9,-16,3,-1,6,-2
CCCCn1c(C)c(C(=O)O)c2cc(OC)c3ccccc3c21,-8,-22,-9,-10,-2,3,-4
CCOC(=O)C(NC(=O)CCl)(Nc1ccc(C(O)(C(=O)OCC)C(F)(F)F)cc1)C(F)(F)F (stereo not given),-5,-4,9,-7,0,-4,-4
CN(c1ccccc1)c1ccc([N+](=O)[O-])c2nonc12,2,0,3,3,3,25,4
COc1cccc(CN2CCCC(C(=O)c3ccccc3SC)C2)c1O (stereo not given),4,nt,20,nt,1,8,2

In another format: 14 of the compounds above.
Under each structure: FN deposit inh, Statin myotox sup, LGR2 antag, esBAF inh, CASP6 VEID inh, S100A4 MyoIIA, SIRT5 inh
- C=CCN1C(=O)NC(=O)/C(=C/c2ccc(OC)c(COc3ccc(NC(C)=O)cc3)c2)C1=O
    3, -11, 5, 31, 4, 0, -1
- CSCCC(c1nnnn1-c1c(C)cccc1C)N1CCC2(CC1)C(=O)NCN2c1ccccc1 (stereo not given)
    2, 12, ?, -3, 1, 3, 10
- O=C(CCCN1CCC2(CC1)C(=O)NCN2c1ccccc1)c1ccc(F)cc1
    -3&0, -77, nt, -3, nt, -4&8, -4
- CN(C)C(=O)Oc1ccc(OC(=O)N(C)C)cc1
    nt, -4, 6, -1, -1, 0, -1
- S=P(N1CCCCCC1)(N1CC1)N1CC1
    nt, 6, 0, -11, -9, 1, nt
- COc1ccc(-n2c(=O)[nH]c3ccccc3c2=O)cc1
    7, 3, nt, 10, nt, nt, nt
- Fc1ccc(CCNCc2ccccc2Cl)cc1
    nt, 1, -14, 5, nt, nt, nt
- N[C@@H](Cc1ccccc1)C(=O)N1C[C@H]2C[C@@H](C1)c1cccc(=O)n1C2
    nt, 10, 12, 2, -5, -2, nt
- O=C(c1cc2c(s1)CCCC2)N1CCC2(CC1)OCCO2
    6, 4, -5, 9, nt, nt, nt
- CCOC(=O)c1c(C)n(Cc2ccccc2)c2ccc(OCC(O)Cn3nc(C)nc3C)cc12 (stereo not given)
    4, 9, -16, 3, -1, 6, -2
- CCCCn1c(C)c(C(=O)O)c2cc(OC)c3ccccc3c21
    -8, -22, -9, -10, -2, 3, -4
- CCOC(=O)C(NC(=O)CCl)(Nc1ccc(C(O)(C(=O)OCC)C(F)(F)F)cc1)C(F)(F)F (stereo not given)
    -5, -4, 9, -7, 0, -4, -4
- CN(c1ccccc1)c1ccc([N+](=O)[O-])c2nonc12
    2, 0, 3, 3, 3, 25, 4
- COc1cccc(CN2CCCC(C(=O)c3ccccc3SC)C2)c1O (stereo not given)
    4, nt, 20, nt, 1, 8, 2
